Assay outcomes (PubChem)
CAL PDZ FP: inhibitors of human CAL PDZ peptide binding; 300,000 tested, 0.92% active; purified CAL PDZ, TMR-peptide fluorescence polarization, 1 h; Q9HD26; inhibition, % at 24.9 µM; AID 602252;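 active = mean inhibition of at least 30% with at least half of replicates also reaching 30%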;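 note: 0% = DMSO neutral control and 100% = excess unlabeled competitor peptide PRC23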
OPRM1-OPRD1 inv: inverse agonists of human mu-delta opioid receptor heterodimerization. P35372+P41143. cell-based MOR-DOR heterodimer luminescence, inverse agonism. inhibition, % at 9.3 µM. 340,000 tested, 0.21% active. AID 504357; in the data active = inhibition above about 22%, passing the limit was not always enough;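 note: 0% = cells with DMSO and 100% = wells without cells with DMSO; values of inactives mirror those of a sister screen read the other way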
Target sequence (P35372 whole entry, looked up): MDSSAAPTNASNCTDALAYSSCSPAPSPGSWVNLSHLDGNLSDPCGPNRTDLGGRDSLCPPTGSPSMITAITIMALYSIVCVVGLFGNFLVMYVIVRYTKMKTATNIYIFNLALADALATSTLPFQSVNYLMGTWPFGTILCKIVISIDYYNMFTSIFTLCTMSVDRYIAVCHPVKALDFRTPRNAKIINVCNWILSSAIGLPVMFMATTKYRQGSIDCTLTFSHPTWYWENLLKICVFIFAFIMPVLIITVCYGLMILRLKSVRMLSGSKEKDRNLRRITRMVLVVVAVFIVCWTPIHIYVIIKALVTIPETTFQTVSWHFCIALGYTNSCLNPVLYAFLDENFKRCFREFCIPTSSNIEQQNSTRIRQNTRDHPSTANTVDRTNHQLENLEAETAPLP
Target sequence (P41143 whole entry, looked up): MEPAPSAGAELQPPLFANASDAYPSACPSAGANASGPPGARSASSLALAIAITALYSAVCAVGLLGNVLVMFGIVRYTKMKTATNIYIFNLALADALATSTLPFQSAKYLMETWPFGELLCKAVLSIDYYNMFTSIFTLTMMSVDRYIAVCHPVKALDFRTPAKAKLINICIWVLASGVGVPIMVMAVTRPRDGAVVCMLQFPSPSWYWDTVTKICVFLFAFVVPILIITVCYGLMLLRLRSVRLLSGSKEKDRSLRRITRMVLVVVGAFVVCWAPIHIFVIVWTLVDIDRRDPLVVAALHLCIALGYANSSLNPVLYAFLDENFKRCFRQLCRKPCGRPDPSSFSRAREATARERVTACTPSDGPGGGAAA
Keap1-Nrf2 PPI: Keap1-Nrf2 (human) interaction inhibition. inhibition, % at 9.4 µM. AID 504523. 340,000 tested, 0.15% active. Q14145. Keap1 Kelch-Nrf2 peptide fluorescence polarization, 1536-well; in the data active = inhibition above about 12%;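 note: human Keap1 Kelch domain with fluorescein labeled Nrf2 9mer peptide probe; 0% = neutral control wells and 100% = peptide positive control; higher means more block of Keap1 binding to Nrf2 peptide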
Cardiac RTF inh: cardiac RTF calcium desensitization; P19429+P45379; IANBD-labeled cardiac RTF, Ca2+ fluorescence; inhibition, % at 7.15 µM; 340,000 tested, 0.12% active; AID 493244;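 active = inhibition above the mean inhibition of all tested compounds plus 3 SD, cut at about 17% in these data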;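 note: assay run at fixed EC70 calcium of 1.6 mM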
HTR5A inv ag: counter-screen for OPRM1-OPRD1 inverse agonists: human HTR5A inverse agonism | 340,000 tested, 0.083% active | P47898 | AID 504634 | HTR5A cell line, luminescence | inhibition, % at 9.3 µM; in the data active = inhibition mostly above about 23%, no sharp cut-off; inactive = mostly below about 18%;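 note: 0% = cells with DMSO and 100% = no-cell wells with DMSO; some compounds called inactive have numbers as strong as hits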
V-ATPase pHluor: alters yeast V-ATPase proton transport | S. cerevisiae, pHLuorin cytosolic pH fluorescence | response, % at 10 µM | 350,000 tested, 0.37% active; in the data active = response mostly above about 7.3%, no sharp cut-off; inactive = mostly below about 5.4%; note: actives read high; inactives centre near 0; some compounds called inactive have numbers as strong as hits; reference of the scale not given here
RTF Ca sens act: cardiac RTF calcium sensitization | P19429+P45379 | IANBD-labeled TnC RTF fluorescence at EC20 calcium; 0% EC20 calcium, 100% full calcium | activation, % at 7.2 µM | 340,000 tested, 0.24% active | AID 493008;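 active = activation above the mean over all tested compounds plus 3 SD, cut at about 30% in these data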;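 note: rise in fluorescence read as greater calcium sensitivity of cardiac thin filaments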
OPRM1-OPRD1 ag: agonists of human mu-delta opioid receptor heterodimerization | 340,000 tested, 0.3% active | cells, OPRM1-OPRD1 heterodimerization, luminescence | AID 504326 | P35372+P41143 | activation, % at 9.3 µM; in the data active = activation above about 18%;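 note: 0% = vehicle-treated cells and 100% = reference agonist; values of inactives mirror those of a sister screen read the other way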
HTR5A ag ctr: counter-screen for OPRM1-OPRD1 agonists: human HTR5A agonism. P47898. HTR5A agonist assay, luminescence, cell-based. activation, % at 9.3 µM. 340,000 tested, 0.61% active; in the data active = activation mostly above about 9.5%, no sharp cut-off; inactive = mostly below about 7.6%;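 note: 0% = cells with vehicle only and 100% = reference agonist; strong numbers were not always called active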
C-LANA FP: KSHV C-LANA DNA binding inhibition; MBP-C-LANA/FAM-LBS DNA binding, fluorescence polarization; inhibition, % at 9 µM; AID 504423; 340,000 tested, 0.078% active;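 active = highest replicate inhibition at or above 60% at 9 µM, even if other replicates fall short; inactive = all replicates below 60% inhibition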;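 note: 0% = neutral control wells and 100% = 4 µM acridine orange control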
* hit, by the source's call.

For CCc1nc2sc3ccccc3c(=O)c2c(=O)n1Cc1ccc(OC)cc1 the results were CAL PDZ FP -2, OPRM1-OPRD1 inv 3, Keap1-Nrf2 PPI -6, Cardiac RTF inh -6, HTR5A inv ag -8, V-ATPase pHluor -2, RTF Ca sens act 3, OPRM1-OPRD1 ag -0.6, HTR5A ag ctr -4 and C-LANA FP 0.1.
Screening O=C(O)c1cc(N2N=C(C(F)(F)F)/C(=C/C=C/c3ccco3)C2=O)ccc1Cl returned CAL PDZ FP -2, OPRM1-OPRD1 inv 13, Keap1-Nrf2 PPI 21*, Cardiac RTF inh 111*, HTR5A inv ag -11, V-ATPase pHluor 2, RTF Ca sens act -62, OPRM1-OPRD1 ag -2.3, HTR5A ag ctr 4 and C-LANA FP 113*.
Screening CC(=O)Nc1nonc1NC(=O)CSc1ccccn1 returned CAL PDZ FP -3, OPRM1-OPRD1 inv 0, Keap1-Nrf2 PPI 2, Cardiac RTF inh 2, HTR5A inv ag 1, V-ATPase pHluor 0, RTF Ca sens act 2, OPRM1-OPRD1 ag 0.1, HTR5A ag ctr 2 and C-LANA FP 0.5.
O=C(OCC#CCSc1nnc(-c2ccccc2)o1)c1cccs1 was read as CAL PDZ FP 3, OPRM1-OPRD1 inv 5, Keap1-Nrf2 PPI 1, Cardiac RTF inh 1, HTR5A inv ag -7, V-ATPase pHluor -6, RTF Ca sens act -9, OPRM1-OPRD1 ag -1.0, HTR5A ag ctr -2 and C-LANA FP -0.3.
`CCC(CO)N=CC1=C(O)C(C(=O)c2ccccc2)CCC1=O` (stereo not drawn) gave CAL PDZ FP 0, OPRM1-OPRD1 inv 8, Keap1-Nrf2 PPI -3, Cardiac RTF inh -5, HTR5A inv ag -16, V-ATPase pHluor -4, RTF Ca sens act 4, OPRM1-OPRD1 ag -1.7, HTR5A ag ctr -2 and C-LANA FP -2.0.
`O=S(=O)(NCC(c1ccc2c(c1)OCO2)N1CCN(c2ccccc2)CC1)c1ccccc1` (stereo not drawn) gave CAL PDZ FP -6, OPRM1-OPRD1 inv -34, Keap1-Nrf2 PPI -1, Cardiac RTF inh -9, HTR5A inv ag -1, V-ATPase pHluor 2, RTF Ca sens act -4, OPRM1-OPRD1 ag 5.2, HTR5A ag ctr 0 and C-LANA FP 1.3.
For Cc1[nH]c2ccccc2c1C(=O)C(=O)NCc1ccco1 the results were CAL PDZ FP -1, OPRM1-OPRD1 inv 4, Keap1-Nrf2 PPI 3, Cardiac RTF inh 4, HTR5A inv ag 5, V-ATPase pHluor 2, RTF Ca sens act -5, OPRM1-OPRD1 ag -0.6, HTR5A ag ctr 2 and C-LANA FP 1.1.
`O=C(Cc1ccc(Cl)cc1)NCc1ccccc1Cl` gave CAL PDZ FP -1, OPRM1-OPRD1 inv 17, Keap1-Nrf2 PPI -6, Cardiac RTF inh -1, HTR5A inv ag 12, V-ATPase pHluor -2, RTF Ca sens act 1, OPRM1-OPRD1 ag -3.7, HTR5A ag ctr -4 and C-LANA FP 0.1.
Screening Nc1ncc([N+](=O)[O-])c(Oc2ccccc2F)n1 returned CAL PDZ FP -8, OPRM1-OPRD1 inv 14, Keap1-Nrf2 PPI -4, Cardiac RTF inh -1, HTR5A inv ag -20, V-ATPase pHluor 0, RTF Ca sens act -7, OPRM1-OPRD1 ag -2.5, HTR5A ag ctr 7 and C-LANA FP -3.2.
For COC(=O)C1=C(C)N(Cc2ccccc2)C(=O)N[C@H]1c1ccc(Br)cc1 the results were CAL PDZ FP -1, OPRM1-OPRD1 inv 4, Keap1-Nrf2 PPI -3, Cardiac RTF inh -7, HTR5A inv ag -3, V-ATPase pHluor 1, RTF Ca sens act 11, OPRM1-OPRD1 ag -0.6, HTR5A ag ctr -3 and C-LANA FP -1.5.
`O=C1C=C(c2ccc(F)nc2)CCC1` gave CAL PDZ FP -3, OPRM1-OPRD1 inv -5, Keap1-Nrf2 PPI 0, Cardiac RTF inh -7, HTR5A inv ag -27, V-ATPase pHluor 3, RTF Ca sens act -10, OPRM1-OPRD1 ag 0.9, HTR5A ag ctr 8 and C-LANA FP 2.3.
Screening O=C1[C@H]2[C@@H](/C=C/c3ccccc3)N3C(=O)CN(Cc4ccccn4)C(=O)[C@@]3(Cc3ccccc3)[C@H]2C(=O)N1c1ccccc1 returned CAL PDZ FP 2, OPRM1-OPRD1 inv 20, Keap1-Nrf2 PPI 1, Cardiac RTF inh -5, HTR5A inv ag 6, V-ATPase pHluor 5, RTF Ca sens act -6, OPRM1-OPRD1 ag -4.3, HTR5A ag ctr 0 and C-LANA FP 16.
`COC(=O)NC1(C(F)(F)F)C(=O)NC(C)=C1C(=O)OC` (stereo not drawn) gave CAL PDZ FP -4, OPRM1-OPRD1 inv 2, Keap1-Nrf2 PPI 0, Cardiac RTF inh -4, HTR5A inv ag 3, V-ATPase pHluor 3, RTF Ca sens act 10, OPRM1-OPRD1 ag -0.3, HTR5A ag ctr -1 and C-LANA FP 0.4.
For CCN(Cc1ccccc1)S(=O)(=O)c1c(C)[nH]c(C)c1C(=O)N1CCCC1 the results were CAL PDZ FP 0, OPRM1-OPRD1 inv 20, Keap1-Nrf2 PPI -6, Cardiac RTF inh 3, HTR5A inv ag -16, V-ATPase pHluor -5, RTF Ca sens act -10, OPRM1-OPRD1 ag -3.9, HTR5A ag ctr -1 and C-LANA FP 1.7.
Screening Cc1cc(Nc2nn(C)c(N)c2C#N)ccc1F returned CAL PDZ FP -2, OPRM1-OPRD1 inv 7, Keap1-Nrf2 PPI 6, Cardiac RTF inh -5, HTR5A inv ag -7, V-ATPase pHluor 4, RTF Ca sens act 7, OPRM1-OPRD1 ag -1.4, HTR5A ag ctr 3 and C-LANA FP -0.1.
O=S(=O)(Nc1nc2ccc(Cl)cc2s1)c1cccs1 was read as CAL PDZ FP 0, OPRM1-OPRD1 inv 5, Keap1-Nrf2 PPI 1, Cardiac RTF inh 3, HTR5A inv ag 22, V-ATPase pHluor 1, RTF Ca sens act -4, OPRM1-OPRD1 ag -0.9, HTR5A ag ctr -8 and C-LANA FP -1.0.
`CC(=O)c1ccc(Cc2ncc(C(F)(F)F)cc2Cl)s1` gave CAL PDZ FP -1, OPRM1-OPRD1 inv -1, Keap1-Nrf2 PPI 1, Cardiac RTF inh -7, HTR5A inv ag 20, V-ATPase pHluor 0, RTF Ca sens act 0, OPRM1-OPRD1 ag 0.3, HTR5A ag ctr -9 and C-LANA FP -1.5.
CCc1ccc(C(CNC(=O)c2ccc3c(=O)n(-c4ccccc4F)c(=S)[nH]c3c2)N(C)C)cc1 (stereo not drawn) was read as CAL PDZ FP -2, OPRM1-OPRD1 inv -12, Keap1-Nrf2 PPI 0, Cardiac RTF inh 2, HTR5A inv ag 9, V-ATPase pHluor -2, RTF Ca sens act 0, OPRM1-OPRD1 ag 2.3, HTR5A ag ctr -4 and C-LANA FP -7.3.
CN1C(=O)C2(OCC(COc3ccc(Cl)cc3)O2)c2ccccc21 (stereo not drawn) was read as CAL PDZ FP -3, OPRM1-OPRD1 inv -6, Keap1-Nrf2 PPI -1, Cardiac RTF inh 1, HTR5A inv ag 3, V-ATPase pHluor 0, RTF Ca sens act 4, OPRM1-OPRD1 ag 1.1, HTR5A ag ctr 6 and C-LANA FP -0.8.
Cc1ccc(OC(=O)c2sc(Cl)nc2C)cc1C was read as CAL PDZ FP -1, OPRM1-OPRD1 inv -21, Keap1-Nrf2 PPI -3, Cardiac RTF inh 11, HTR5A inv ag -5, V-ATPase pHluor 0, RTF Ca sens act 0, OPRM1-OPRD1 ag 3.9, HTR5A ag ctr 2 and C-LANA FP -2.6.
`COc1ccc(/C(O)=C2/C(=O)C(=O)N(CCN(C)C)C2c2ccc(OC)c(OC)c2)c(C)c1` (stereo not drawn) gave CAL PDZ FP -3, OPRM1-OPRD1 inv 0, Keap1-Nrf2 PPI -12, Cardiac RTF inh -9, HTR5A inv ag -6, V-ATPase pHluor 4, RTF Ca sens act -4, OPRM1-OPRD1 ag -0.1, HTR5A ag ctr 4 and C-LANA FP 1.2.
`Cc1ccc(N2C(=O)C(Cl)=C(N3CCCCCC3)C2=O)c(C)c1` gave CAL PDZ FP -6, OPRM1-OPRD1 inv -15, Keap1-Nrf2 PPI -3, Cardiac RTF inh 3, HTR5A inv ag -18, V-ATPase pHluor 0, RTF Ca sens act -4, OPRM1-OPRD1 ag 3.2, HTR5A ag ctr 5 and C-LANA FP -1.1.
Screening C=CCN(CC(=O)Nc1cccnc1)S(=O)(=O)c1ccc(Cl)cc1 returned OPRM1-OPRD1 inv 7, Keap1-Nrf2 PPI -2, Cardiac RTF inh -2, HTR5A inv ag 8, V-ATPase pHluor -5, RTF Ca sens act -6, OPRM1-OPRD1 ag -1.3, HTR5A ag ctr -2 and C-LANA FP -1.1.
Cn1ccnc1-c1nnn(-c2ccc(F)cc2)n1 was read as CAL PDZ FP -5, OPRM1-OPRD1 inv 16, Keap1-Nrf2 PPI -6, Cardiac RTF inh 1, HTR5A inv ag -32, V-ATPase pHluor -2, RTF Ca sens act 1, OPRM1-OPRD1 ag -2.9, HTR5A ag ctr 0 and C-LANA FP -0.3.
CC(=O)c1ccc(OC(=O)Oc2ccc(C(C)=O)cc2)cc1 was read as CAL PDZ FP -1, OPRM1-OPRD1 inv 13, Keap1-Nrf2 PPI -3, Cardiac RTF inh -7, HTR5A inv ag -13, V-ATPase pHluor -1, RTF Ca sens act 2, OPRM1-OPRD1 ag -2.7, HTR5A ag ctr 3 and C-LANA FP -1.0.
`O=C1CCCc2c1cc(C(=O)NCCCN1CCOCC1)c(=O)n2-c1ccc(Cl)cc1` gave OPRM1-OPRD1 inv 14, Keap1-Nrf2 PPI 1, Cardiac RTF inh -7, HTR5A inv ag 3, V-ATPase pHluor -3, RTF Ca sens act -5, OPRM1-OPRD1 ag -2.6, HTR5A ag ctr -1 and C-LANA FP 1.1.
O=C(c1ccccc1)N1CCC(O)(c2cccnc2)CC1 was read as CAL PDZ FP -4, OPRM1-OPRD1 inv 2, Keap1-Nrf2 PPI 1, Cardiac RTF inh 2, HTR5A inv ag 7, V-ATPase pHluor -1, RTF Ca sens act -7, OPRM1-OPRD1 ag -0.3, HTR5A ag ctr 1 and C-LANA FP 0.5.
Screening CCOCCCNC(=O)CN1C(=O)NC(Cc2c[nH]c3ccccc23)C1=O (stereo not drawn) returned CAL PDZ FP -2, OPRM1-OPRD1 inv 9, Keap1-Nrf2 PPI 3, Cardiac RTF inh 2, HTR5A inv ag 6, V-ATPase pHluor 0, RTF Ca sens act 5, OPRM1-OPRD1 ag -1.6, HTR5A ag ctr -2 and C-LANA FP 0.5.
CCC1=NN2C(=N)/C(=C\c3cccn3-c3ccc(OC)cc3)C(=O)N=C2S1 was read as CAL PDZ FP 13, OPRM1-OPRD1 inv -4, Keap1-Nrf2 PPI -2, Cardiac RTF inh -5, HTR5A inv ag -2, V-ATPase pHluor -4, RTF Ca sens act -3, OPRM1-OPRD1 ag 0.7, HTR5A ag ctr 1 and C-LANA FP -2.0.
COC(=O)C1=C(O)/C(=C\c2sccc2C)N=C1C was read as CAL PDZ FP -4, OPRM1-OPRD1 inv 13, Keap1-Nrf2 PPI -1, Cardiac RTF inh 1, HTR5A inv ag 4, V-ATPase pHluor 0, RTF Ca sens act 1, OPRM1-OPRD1 ag -2.5, HTR5A ag ctr -3 and C-LANA FP 0.9.

No enrichment for hits; about 2.8% have a hit in one of these screens.
